Screening data: PubChem, The Scripps Research Institute Molecular Screening Center
TAAR1 antagonist – human TAAR1 antagonists, primary screen, Fluo-8 calcium fluorescence, CHO RD-HGA16 cells; Trace amine-associated receptor 1 (Homo sapiens), Q96RJ0; antagonist; inhibition, % at 3 µM; hit rate 1.5% among 360,000; AID 624466, 2012;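 active means inhibition above a per-plate cutoff, the mean inhibition of test compounds on that plate plus 3 SD, cut at about 49% in these data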;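 further: 0% = DMSO plus EC80 beta-PEA response and 100% = DMSO alone without agonist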
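Assay system: RD-HGA16 CHO cells with stable hTAAR1 and Gα16 / Reagent: EC80 β-phenethylamine stimulus / Doses: 3 µM, single point / Timing: dye loading 75 min at 37 °C, then 30 min room temperature / Measured by: Fluo-8 intracellular calcium dye fluorescence, real-time kinetic reads / Controls: vehicle wells and EC80 agonist wells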
OXTR agonist – human OXTR agonists, primary screen, fluorescence, CHO-OTR cells, Fluo-8 calcium. AID 2435, 2010. activation, % at 3 µM. hit rate 0.32% among 320,000. Fluo-8 calcium fluorescence; normalized: DMSO 0%, oxytocin 100%;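 active means activation above the mean of all tested compounds plus 3 SD, cutoff set per screening run, cut at about 20% in these data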;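 further: peak over basal fluorescence ratio from a 100 s FLIPR kinetic read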
Target sequence (P30559 whole entry, looked up): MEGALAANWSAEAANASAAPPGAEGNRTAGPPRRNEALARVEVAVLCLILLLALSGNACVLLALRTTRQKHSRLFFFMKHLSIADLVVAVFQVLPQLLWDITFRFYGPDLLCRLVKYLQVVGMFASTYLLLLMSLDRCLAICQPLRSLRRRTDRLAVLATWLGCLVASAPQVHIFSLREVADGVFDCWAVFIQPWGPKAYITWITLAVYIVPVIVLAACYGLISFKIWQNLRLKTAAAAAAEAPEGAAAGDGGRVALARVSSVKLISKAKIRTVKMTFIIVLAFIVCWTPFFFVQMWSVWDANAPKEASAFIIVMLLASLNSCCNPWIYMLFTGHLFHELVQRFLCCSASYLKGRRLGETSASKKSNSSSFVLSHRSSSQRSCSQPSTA
CHRM1 PAM – human M1 muscarinic receptor positive allosteric modulators, primary screen, CHO-K1 cells, Fluo-8 calcium fluorescence, 1536-well | activation, % at 3 µM | hit rate 0.088% among 360,000 | CHO-K1 hM1, ACh EC20; 0% = ACh EC20, 100% = maximal ACh | AID 588819, 2011 | Muscarinic acetylcholine receptor M1 (Homo sapiens), P11229; in the data active means activation above about 19%, passing the limit was not always enough
Target sequence (P11229 whole entry, looked up): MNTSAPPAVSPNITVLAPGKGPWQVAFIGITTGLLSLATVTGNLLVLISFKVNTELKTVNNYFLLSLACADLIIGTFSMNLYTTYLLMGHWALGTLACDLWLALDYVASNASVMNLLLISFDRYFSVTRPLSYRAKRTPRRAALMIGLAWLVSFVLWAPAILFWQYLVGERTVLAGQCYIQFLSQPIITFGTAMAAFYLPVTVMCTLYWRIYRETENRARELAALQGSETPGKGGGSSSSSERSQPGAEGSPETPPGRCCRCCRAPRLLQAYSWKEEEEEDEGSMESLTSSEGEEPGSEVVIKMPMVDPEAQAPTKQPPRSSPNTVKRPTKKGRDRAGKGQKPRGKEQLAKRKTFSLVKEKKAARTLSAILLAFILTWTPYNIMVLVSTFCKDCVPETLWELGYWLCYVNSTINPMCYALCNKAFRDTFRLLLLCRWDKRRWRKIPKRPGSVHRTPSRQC
CHRM1 antagonist – human M1 muscarinic receptor antagonists, primary screen, CHO-K1 cells, Fluo-8 calcium fluorescence, 1536-well. CHO-K1 hM1, ACh EC80 antagonist. inhibition, % at 3 µM. hit rate 1.3% among 360,000;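 active means percent inhibition above its own plate's cutoff, namely the mean of that plate's compound wells plus 3 SD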;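 further: peak over basal fluorescence ratio during 140 s after agonist addition; 0% = ACh EC80 plus DMSO and 100% = DMSO alone without agonist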
CHO parental Ca – ATP-evoked calcium signal inhibitors, parental CHO, primary screen, counter-screen for OX1R antagonist project, cell-based, fluorescence, Fluo-8 calcium dye | hit rate 0.63% among 330,000 | inhibition, % at 5.6 µM | parental CHO-K1, ATP-induced calcium, Fluo-8 fluorescence | AID 463079, 2010;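 active means inhibition above that plate's mean sample inhibition plus 3 SD, cut at about 26% in these data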;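 further: 0% = ATP-challenged DMSO wells and 100% = DMSO wells without ATP; some compounds past the cut are filed as inactive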
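Assay system – parental CHO cells · Reagent – ATP stimulus · Detection – intracellular calcium via Fluo-8 no-wash fluorescent dye · Evaluation – percent inhibition of ATP-evoked calcium rise, normalized to controls · Controls – ATP wells versus no-ATP DMSO wells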
V1R ag counter – agonists of human V1a receptor, primary screen, counter-screen for OXTR agonist project, fluorescence, CHO-V1R cells | Vasopressin V1a receptor (Homo sapiens), P37288 | Fluo-8 calcium fluorescence, agonist mode; 0% DMSO, 100% 3 nM vasopressin | activation, % at 3 µM | hit rate 0.25% among 320,000 | AID 2797, 2010;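 active means activation above the mean activation of all tested compounds plus 3 SD, per screening run, cut at about 20% in these data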;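 further: signal is peak over basal fluorescence ratio across a 100 second FLIPR read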
CHRM1 agonist – human M1 muscarinic receptor agonists, primary screen, Fluo-8 calcium fluorescence, CHO-K1 cells, HTS. activation, % at 3 µM. Muscarinic acetylcholine receptor M1 (Homo sapiens), P11229. CHO-K1 hM1, agonist mode; 0% DMSO, 100% acetylcholine EC100. hit rate 0.33% among 360,000;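 active means activation above the run's mean compound activation plus 3 SD, cut at about 16% in these data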;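 further: peak over basal fluorescence ratio within a 140 s kinetic read after compound addition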
OXTR potentiator – human OXTR potentiators, primary screen, fluorescence, CHO-OTR cells, Fluo-8 calcium | hit rate 0.061% among 320,000 | activation, % at 3 µM | Oxytocin receptor (Homo sapiens), P30559 | Fluo-8 calcium fluorescence, potentiator mode; 0% = oxytocin EC15, 100% = EC100;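 active means activation above that plate's cutoff, the mean activation of tested compounds plus 3 SD, cut at about 6.6% in these data, passing the limit was not always enough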;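 further: 100% uses oxytocin at 75 nM as the full agonist control; some results filed as inactive read as strong as hits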
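System: human OTR in CHO cells / Also added: sub-maximal oxytocin, roughly EC15 / Control set: EC15 oxytocin low, 75 nM oxytocin high / Schedule: 6 min compound pre-incubation at room temperature, 100 s kinetic read / Compound: single-point 3.0 µM / Replication: singlicate / Technique: Fluo-8 calcium dye fluorescence / Read-out basis: % activation of max/min ratio relative to oxytocin controls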
TAAR1 ag – human TAAR1 agonists, primary screen, Fluo-8 calcium fluorescence, CHO RD-HGA16 cells. activation, % at 3 µM. vehicle wells 0%, saturating PEA agonist 100%. hit rate 0.99% among 360,000. AID 624467, 2012. Trace amine-associated receptor 1 (Homo sapiens), Q96RJ0;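 active means activation above the mean activation of all test compounds in the run plus 3 SD, cut at about 38% in these data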
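Test system: RD-HGA16 (CHO) cells co-expressing Gα16 and hTAAR1; dosing: one-point dosing at 3 µM (nominal); timing: 17-24 h seeding, 75 min 37 °C dye, 30 min RT; signal: kinetic Fluo-8 calcium fluorescence; read-out basis: % activation relative to PEA EC100 response; controls: DMSO and PEA EC100; replicates: n 1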
Starred values were filed as active, the others as inactive; nt = no result given.

SMILES	TAAR1 ag	TAAR1 antagonist	OXTR potentiator	CHRM1 PAM	CHRM1 antagonist	V1R ag counter	CHO parental Ca	CHRM1 agonist	OXTR agonist
CC(C)N1CC(C(=O)Nc2ccc(Cl)c([N+](=O)[O-])c2)CC1=O (configuration not stated)	5	14	-15	3	2	-0.9	5	-3	0.7
O=c1c2cn(Cc3ccc(F)cc3)c3ccc(F)cc3c-2nn1Cc1ccc(F)cc1	6	-12	nt	7	-11	nt	nt	-4	nt
O=C(CSc1nc(C2CC2)nc2ccccc12)N1CCc2ccccc21	2	-14	nt	2	-8	nt	nt	-3	nt
CCOC(=O)NN1C(=O)c2ccccc2NC1(C)C	6	21	-2	5	5	0.5	-11	-2	-0.3
Cc1ncc(S(=O)(=O)c2ccccc2)c(-c2ccccc2Cl)n1	2	12	-6	5	-6	-0.2	10	-3	-0.2
O=C(CN1C(=O)c2cccc3cccc(c23)C1=O)NCCCO	4	-5	2	6	-3	-0.3	-2	-6	1.0
COC(=O)c1ccc(C(C(=O)NCc2ccccc2)N(Cc2ccco2)C(=O)c2cnccn2)cc1 (configuration not stated)	15	33	-2	-7	6	-0.2	-22	5	-1.2
CCc1cccc(N(CC(=O)NCc2ccc(F)cc2)C(=O)c2csnn2)c1	4	0	-9	8	-15	-0.2	-20	-5	-1.1
CCOc1ccc2[nH]c(C)c(CN3CCCCCC3)c(=O)c2c1	-1	-3	-9	6	-10	-0.7	-8	-11	-0.7
CN(C)CCCN1C(=O)c2oc3ccc(Cl)cc3c(=O)c2C1c1cccnc1 (configuration not stated)	1	-23	1	0	-8	1.0	-6	-3	-0.1
COc1ccc(C2=NOC(CNC(=O)c3ccccc3Br)C2)c(OC)c1 (configuration not stated)	1	0	-4	0	-1	0.1	-9	-2	-0.2
COc1ccc(C(=O)Nc2ncc3c(n2)-c2ccccc2CC3)cc1	0	11	3	8	-9	-1.6	-18	-6	-2.7
Cc1cc(C(=O)OCC(=O)Nc2ccc(F)cc2F)c(C)o1	2	0	-6	-1	4	0.0	9	-3	-1.5
O=C(C1CCC(CNc2c(N3CCOCC3)c(=O)c2=O)CC1)N1CCN(c2ccccc2)CC1 (configuration not stated)	0	-15	-6	5	-8	-0.5	-8	-2	-0.2
CCOC(=O)Cc1csc(NC(=O)c2ccc(S(=O)(=O)N3CCOCC3)cc2)n1	6	6	-6	0	4	11	-6	-1	6.0
O=[N+]([O-])c1ccc(S(=O)(=O)CC(CN2CCCCC2)N2CCCCC2)cc1 (configuration not stated)	5	-16	-1	7	-12	1.1	-13	-6	0.7
Cc1cc(O)ccc1Nc1nc2ccccc2nc1Nc1ccc(O)cc1C	10	0	0	17	-8	0.8	0	-2	1.1
O=C(O)CSc1c2c(nc3cc(C(=O)Nc4cccc(C(F)(F)F)c4)ccc13)CCC2	0	-26	-6	3	-2	-0.3	-11	-3	0.1
C=CCc1c(C)nc2cc(-c3ccccc3)[nH]n2c1=O	10	-2	nt	0	2	nt	nt	-4	nt
Cc1cc(NC(=O)C(C)SCC(=O)Nc2ccc(C(=O)OC(C)C)cc2)no1 (configuration not stated)	1	6	nt	0	-5	nt	nt	-7	nt
COc1cc(C(=S)N2CCOCC2)cc(OC)c1OC(=O)c1cc([N+](=O)[O-])c(C)c([N+](=O)[O-])c1	9	3	-4	-1	7	0.4	-1	-3	1.8
CCN(CC(=O)Nc1ccccc1OC)C(=O)c1cc(S(=O)(=O)N2CCCCCC2)ccc1OC	4	6	-6	0	3	-1.5	-22	-5	-1.6
CCOc1ccc2[nH]cc(C(=O)NCCCN3CCOCC3)c(=O)c2c1	2	-3	-6	3	2	0.0	9	-7	0.0
CCOc1ccc(C2C(C(=O)c3ccc(C)o3)=C(O)C(=O)N2Cc2cccnc2)cc1 (configuration not stated)	1	-52	-10	4	-4	0.6	-7	-5	-0.6
CC1(C)C(=O)Nc2ccccc2N1C(=O)CSc1nnc2c(Cl)cc(Cl)cn12	0	6	-7	11	-8	-0.2	-2	-1	-1.6
CCN(CC(=O)NCc1ccc(Cl)cc1)C(=O)c1cc(S(=O)(=O)NCc2ccccc2)ccc1C	5	-2	-12	5	-1	3.2	-17	-2	-1.1
CCOC(=O)C1=CCN(S(=O)(=O)c2ccc(C)cc2)C1c1cccs1 (configuration not stated)	0	-1	nt	-4	6	nt	nt	-5	nt
O=C(Nc1ccc(F)cc1)c1nc[nH]c1C(=O)Nc1ccccc1[N+](=O)[O-]	1	-5	-8	7	-6	-0.3	2	-5	0.6
COc1cccc(CN(C(=O)Cn2nnc(-c3ccccc3F)n2)C(C(=O)NC(C)(C)C)c2ccncc2)c1 (configuration not stated)	2	6	-25	8	-9	0.4	-6	-9	-1.1
COc1ccc(N2C(N)=C(C#N)C(c3ccsc3)C3=C2CCCC3=O)c(OC)c1 (configuration not stated)	3	-10	-6	10	-4	0.1	-15	-13	-0.1

The list goes on.
SMILES	TAAR1 ag	TAAR1 antagonist	OXTR potentiator	CHRM1 PAM	CHRM1 antagonist	V1R ag counter	CHO parental Ca	CHRM1 agonist	OXTR agonist
CC(Sc1ncn[nH]1)C(=O)Nc1cc(C(F)(F)F)ccc1Cl (configuration not stated)	1	13	2	13	-12	0.3	-13	-1	0.2
Cc1cc(OCC(=O)N2CCOCC2)ccc1NC(=O)c1ccccc1C	8	-20	-2	12	-12	0.9	7	-3	-0.5
COC(=O)Nc1ccc(S(=O)(=O)N2c3ccccc3CCC2C)cc1 (configuration not stated)	8	-26	-11	-4	0	-0.1	-11	-7	-0.9
CC(C)CC(C(=O)Nc1ccccc1)N1C(=O)C2C3C=CC(C3)C2C1=O (configuration not stated)	2	7	-4	4	8	-1.6	-21	0	-1.4
Cc1ccc(NC(=O)C2CCCN2C(=O)OCc2ccccc2)c(C)c1 (configuration not stated)	0	-18	-7	-6	23	0.0	-21	-3	-1.2
CN(Cc1ccccc1)C(=O)c1ccc(Nc2nc(C(N)COCc3ccccc3)cs2)nc1 (configuration not stated)	23	15	nt	3	0	nt	nt	-1	nt
CCOC(=O)c1oc2cc(O)c(CC)cc2c(=O)c1-c1cscn1	1	7	-7	7	-2	1.9	-16	-7	1.1
O=c1cnnc(Nc2cccc(F)c2)[nH]1	64*	37	-5	-6	2	1.0	-2	-4	0.4
CC1CCc2cc(F)cc3c(O)c(C(=O)NCCN(C)C)c(=O)n1c23 (configuration not stated)	-2	-8	1	10	-13	-0.2	-19	-9	-0.5
COc1ccc(C)cc1NC(=O)CCS(=O)(=O)c1ccc2c(c1)CCN2C(C)=O	-1	15	-4	5	-1	-0.8	-10	-6	-0.8
O=C(COC(=O)CCC1CCCCC1)Nc1ccc(OC(F)F)cc1	5	10	-7	8	-5	0.3	-17	-5	-0.9
O=C(CN1CCCCCCC1)Nc1cc(Cl)cc(Cl)c1	13	-15	4	0	-6	-1.1	-20	-14	-2.1
CCc1nnc(NC(=O)CSc2nnc(C)n2Cc2ccccc2)s1	1	-9	3	9	-10	-0.5	-7	-4	1.0
O=c1[nH]c(SCc2cccc([N+](=O)[O-])c2)nc2[nH]ncc12	4	8	-2	-5	-2	-0.2	-5	-9	-0.7
O=C(NCc1cccs1)C1CC(c2ccc(Cl)c(Cl)c2)=NO1 (configuration not stated)	5	11	-21	-6	15	6.9	30	0	4.6
O=C(NCc1cccs1)C1CCN(S(=O)(=O)c2ccccc2F)CC1	3	-7	-3	21	-2	-0.2	-10	1	-0.3
O=C(Nc1ccccc1C(=O)N1CCCCCC1)c1cccc(S(=O)(=O)N2CCOCC2)c1	2	4	nt	3	0	nt	nt	0	nt
O=S(=O)(NCCSCc1c(Cl)cccc1Cl)c1ccc2c(c1)OCCO2	15	21	-3	0	-3	2.4	-5	-2	1.0
CC1CN(S(=O)(=O)c2ccc(C(=O)N3CCc4ccccc43)cc2)CC(C)O1 (configuration not stated)	5	5	0	11	-10	1.9	-6	2	0.5
O=C(NCc1ccccn1)c1ccccc1OCc1ccccc1Cl	12	9	nt	-1	-8	nt	nt	-2	nt
O=C(O)c1cc(NC(=O)c2ccc(Cl)c([N+](=O)[O-])c2)cc(C(=O)O)c1	0	7	-2	-4	3	0.6	-2	-3	-0.1
Cc1cc(=O)oc2cc(OCC(=O)Nc3ccc(S(=O)(=O)N(C)C)cc3)ccc12	1	-1	1	5	-7	0.8	-10	-1	2.0
Cc1cccc(-n2c(-c3ccco3)nc3nc4ccccc4nc32)c1	nt	nt	-3	nt	nt	-0.5	-5	nt	-1.2
COc1ccc(Cl)cc1Nc1nc(-c2sc(NC(=O)c3ccco3)nc2C)cs1	9	48	0	9	-9	-0.4	-11	-3	0.3
CCN(CC)S(=O)(=O)c1ccc(C(=O)N(c2ccc(C)cc2)C2C=CS(=O)(=O)C2)cc1 (configuration not stated)	4	-35	-9	9	-16	-0.7	-1	-6	0.5
Cc1ccc(CCNC(=O)CCS(=O)(=O)c2cc3c(cc2C)NC(=O)CO3)cc1	1	0	-8	0	-6	-1.1	-19	-3	-0.6
O=C(Nc1ncc2c(n1)CC(c1ccco1)CC2=O)c1ccccc1 (configuration not stated)	1	6	-9	3	-20	-0.1	-7	-3	0.2
Cc1cc(=O)n(-c2ccc(Cl)cc2)c(=O)[nH]1	5	-10	-3	0	3	1.4	1	-3	2.7
